# p53ts 32C tox: cytotoxicity in p53ts cells at permissive temperature | H1299-p53A138V at 32C, ATP luminescence viability, 24 h | 130,000 compounds, 0.93% hits | Potency, µM (highest dose often 46.1 µM), for inactives: at the top dose activity change, negative = cytotoxicity, hits mostly cytotoxic;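 note: 0% = DMSO and -100% = full killing by reference compound; nearly all actives have a fitted effect of over 55% in size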
#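 H1299-p53 A138V cells (temperature-sensitive p53) exposed 24 h to up to 46 uM compound at 32C, where p53 is wild-type in conformation. Viability read as ATP luminescence and normalised to DMSO and 100 uM tamoxifen. AC50 fitted with the Hill equation.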
# IkB signaling: IkB pathway inhibition in ABC-DLBCL cells; ABC-DLBCL IkBa-CBG/CBR dual luciferase ratio, 4 h; response scale: scaled: untreated 0%, proteasome inhibitor 100%; Potency, µM (series often up to 57.1 µM), for inactives: top-dose IkBa stabilization activation; 110,000 compounds, 0.04% hits; active = well fitted curve in the direction sought with a large enough effect in the signal ratio, not every such curve was filed as active; inconclusive = small, poorly fitted or top-dose-only effect, or a change in a side signal; the % refers to the signal ratio;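 note: the direction sought is a rising ratio; 0% = basal untreated cells and 100% = reference inhibitor full response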
#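 In this assay, an IκBα–CBG68 fusion accumulates when IKK-driven degradation is blocked; native CBR normalizes for cell number. OCI-Ly3 cells were treated 4 h with compound and doxycycline, then green and red light read after Chroma-Glo addition.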
# p53ts 39C tox: kills p53ts cells at the nonpermissive temperature; H1299-p53A138V viability at 39C, ATP luminescence, 24 h; Potency, µM (doses to about 46.1 µM), for inactives: at the top dose activity change, negative = cell killing, most hits filed as cytotoxic; 130,000 compounds, 1.5% hits; note: nearly all actives have a fitted effect of over 55% in size
# Imprint erasure: inducers of genomic imprint erasure in mouse ES cells; AID 1948; Potency, µM (doses to about 60.7 µM), for inactives: at the top dose activity change, positive = activation, hits mostly activators; 110,000 compounds, 0.02% hits; mouse ES Peg3-LacZ reporter, beta-gal luminescence, 40 h;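 note: 0% = negative control wells on the plate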
#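 Gelatin-coated wells received 300 freshly trypsinized female ES cells with a Peg3LacZ-Neo reporter on the maternal allele, then incubated 40 hours at 37C. BetaGlo was added for 5 minutes at room temperature before a single luminescence read.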
# Starred values were filed as active, the others as inactive; u = inconclusive; x = no result given; [ ] = another dose, or the depositor's remark. Unless noted, calls come from the whole dose curve; as a rule, active = well fitted curve in the direction sought with a large enough effect; inconclusive = small, poorly fitted or top-dose-only effect, or another doubt; inactive = no such curve, though single readings can be large; an effect the other way counts as inactive or inconclusive. Unless noted, % is set by controls: 0 for no effect and ±100 for the full control effect; potency is the fitted concentration of half-maximal effect.
# The line under a structure holds: p53ts 32C tox, IkB signaling, p53ts 39C tox, Imprint erasure
> CC(C)(C)NC(=O)c1cnn(-c2ccccc2)c1C1CCN(C(=O)OC(C)(C)C)CC1
 : -4%, u, 20%, -5%[10.9 µM]
> Cc1oc2ncn(CC(C)C)c(=O)c2c1C(=O)NCc1cccc(Cl)c1
 : 1%, -1.7%, -9%, 11%[10.9 µM]
> COc1cccc(-c2nc3c(c(SCC(=O)Nc4cc(C)ccc4C)n2)Cc2c(CO)cnc(C)c2O3)c1
 : -1%, -0.7%, 6%, 7%[10.9 µM]
> Cc1cc(C)cc(OCC(=O)Nc2cccc(-c3nnc(-c4ccco4)o3)c2)c1
 : 1%, -0.3%, -4%, -32%[inhibitor]
> CCCC(c1nnnn1CC1CCCO1)N1CCN(c2cc(Cl)ccc2C)CC1 (configuration not stated)
 : 6%, u, -11%, -10%
> Cc1ccc2c(=O)c(C(=O)c3cccc(Cl)c3)cn(CC(=O)Nc3ccc4c(c3)OCCO4)c2n1
 : 0%, u, -18%, -1%[10.9 µM]
> CC1=CCC2(CO)COC(c3ccccc3O)C1C2 (configuration not stated)
 : -4%, -1.5%, 9%, -2%
> CCOC(=O)C1=C(NC(=O)c2ccc(Br)o2)Nc2ccccc2N=C1
 : -5%, -0.8%, 8%, -2%
> COc1ccc(-c2cc(C(F)(F)F)n3nc(C)cc3n2)cc1
 : 4%, -4.8%, -3%, -10%
> CCOC(=O)C1=C(C)NC(=O)NC1c1c(C)nn(-c2ccccc2)c1Cl (configuration not stated)
 : 9%, 0.2%, -3%, -11%
> CCCCNc1nc2c(c(=O)[nH]c(=O)n2C)n1CCOc1ccccc1
 : 2%, 1.1%, 5%, -3%
> COc1cccc(CNC(=O)CN2C(=O)CSc3c2c(C)nn3-c2ccccc2)c1
 : -1%, -0.7%, -2%, 9%[10.9 µM]
> Cc1nn(C)cc1CN(C)C(=O)c1sc2cccc(Cl)c2c1Cl
 : -17%, u, -6%, -16%
> CCCCNC(=O)c1cnc2sc(N3CCCCCC3)nn2c1=O
 : 2%, -1.3%, -4%, -14%[10.9 µM]
> Nc1nc2n(n1)C(c1c(F)cccc1Cl)CC(c1ccc(F)cc1)N2 (configuration not stated)
 : 0%, -1.4%, -7%, 3%
> CCOC(=O)c1cc(C)n(CC2CCC(C(=O)Nc3ccc(OCC)cc3)CC2)c1C (configuration not stated)
 : -12%, -3.0%, u, -8%[10.9 µM]
> Cc1nn2c(=O)cc(COC(=O)Cc3ccccc3)nc2s1
 : 2%, u, -1%, -6%[10.9 µM]
> N#Cc1c(N)sc2c1CCN(C(=O)OCc1ccccc1)C2
 : -5%, 0.5%, 5%, -3%
> CCOC(=O)c1c(C)[nH]c(C)c1C(=O)COC(=O)CNC(=O)c1ccc(OCC)cc1
 : -4%, -0.4%, -5%, -4%
> CCSc1nn(CC(=O)Nc2cccc(CC)c2)c(N)c1S(=O)(=O)c1ccccc1
 : 82%[activator], u, -12%, -11%[10.9 µM]
> CC(C)CCNc1ncnc2[nH]ncc12
 : -1%[9.22 µM], -1.2%[11.4 µM], 1%[9.22 µM], 2%[10.9 µM]
> COC(=O)[C@@]1(Cc2ccc(F)cc2)[C@H]2c3cc(C(=O)N4CCCC4)n(CCc4c[nH]c5ccccc45)c3C[C@H]2CN1C(=O)c1ccccc1
 : 7%, x, -2%, -8%
> CCOC(=O)COc1ccc2c(c1)C(=O)CC(C)(c1cccnc1)O2 (configuration not stated)
 : -6%, 4.7%, -7%, 3%
> Cc1ccccc1Nc1nnc(-c2ccc(C)c(S(=O)(=O)N3CCCCC3)c2)c2ccccc12
 : 22%, 2.6%, -22%, -17%[10.9 µM]
> CCOC(=O)c1ccc(OC(=O)c2cn(-c3cccc(OC)c3)c(=O)c3ccccc23)cc1
 : -1%, u, -11%, -13%[10.9 µM]
> Cc1cccc(NC(=O)C2CCN(S(=O)(=O)c3cccc4cccnc34)CC2)n1
 : u, u, -6%, -7%
> COc1ccc(CNC(=O)CSc2nc3ccsc3c(=O)n2Cc2ccccc2Cl)cc1
 : 6%, 0.6%, -5%, -13%[10.9 µM]
> Cc1sc(NC(=O)c2ccccc2)c(C(c2ccccn2)N2CCN(CCO)CC2)c1C (configuration not stated)
 : 27%, x, 16%, x
> COc1cccc(CN2CCCN(CC(=O)Nc3ccc4c(c3)OCCO4)S2(=O)=O)c1
 : 3%, u, 3%, -11%[10.9 µM]
> COc1ccccc1CNC(=O)Cc1c(C)c2c(cc(C)c3c(C)c(C)oc32)oc1=O
 : 6%, 0.6%, -11%, -14%[10.9 µM]

# Brought forward from above: four entries, then new ones.
# The line under a structure holds: p53ts 32C tox, IkB signaling, p53ts 39C tox, Imprint erasure
> COc1ccc(CNC(=O)CSc2nc3ccsc3c(=O)n2Cc2ccccc2Cl)cc1
 : 6%, 0.6%, -5%, -13%[10.9 µM]
> Cc1sc(NC(=O)c2ccccc2)c(C(c2ccccn2)N2CCN(CCO)CC2)c1C (configuration not stated)
 : 27%, x, 16%, x
> COc1cccc(CN2CCCN(CC(=O)Nc3ccc4c(c3)OCCO4)S2(=O)=O)c1
 : 3%, u, 3%, -11%[10.9 µM]
> COc1ccccc1CNC(=O)Cc1c(C)c2c(cc(C)c3c(C)c(C)oc32)oc1=O
 : 6%, 0.6%, -11%, -14%[10.9 µM]
> CC(C)CO/N=C1/C[C@@H](O)[C@@H](O)[C@@H]2[C@@H]3C(=O)N(Cc4ccc5c(c4)OCO5)C(=O)[C@H]3CC[C@@H]12
 : 6%[9.22 µM], x, 5%[9.22 µM], x
> CCC(Sc1nc2ccncc2[nH]1)C(=O)Nc1cc(Cl)ccc1C (configuration not stated)
 : 3%, u, -15%, 10%[10.9 µM]
> Cc1ccc(SCC(=O)Nc2ccc3oc(-c4ccc(F)cc4)nc3c2)cc1
 : -16%, -1.3%, -6%, -17%[10.9 µM]
> COc1ccc(N2CCN(Cc3cc(=O)oc4ccc5ccccc5c34)CC2)cc1
 : 7%, 1.3%, 11%, -16%
> N=C(CC(=O)Nc1ccccn1)c1ccccc1
 : -6%[9.22 µM], u, 11%[9.22 µM], -13%[10.9 µM]
> CCOC(=O)c1cc(C#N)c(SCc2ccc(C#N)cc2)nc1C
 : -25%, -1.3%, -2%, 13%
> C=CC[C@@H]1C=C[C@@H](O/N=C\[C@@H](NS(=O)(=O)c2ccc(C)cc2)[C@H](C)/C=C\CC(=O)OC)[C@@H](CO)O1
 : 5%[9.22 µM], x, -3%[9.22 µM], x
> COC(=O)C(C)NC(=O)C1CCCN1S(=O)(=O)c1cc(C)c(Cl)cc1C (configuration not stated)
 : -1%, -1.1%, 14%, -7%
> CCOc1ccc(NC(=O)C2C3C=CC4(CN(C(C(=O)OC)C(C)C)C(=O)C24)O3)cc1 (configuration not stated)
 : 0%, -0.4%, 3%, -12%
> Cc1ccc2nc(Cl)c3cc(C(=O)N4CCCCC4C)sc3c2c1 (configuration not stated)
 : 2%, u, -12%, -14%[10.9 µM]
> O=C1CN(S(=O)(=O)c2ccccc2)CC(=O)N1CCc1ccccc1
 : -1%, 0.2%, 9%, 23%
> Cc1ccc(-c2noc(CCC(=O)N3CCCc4ccccc43)n2)cc1
 : -7%, u, -21%, -24%
> Cc1ccc(C(C)C)c(OCCCn2c(=O)oc3ccccc32)c1
 : 6%, 0.0%, -30%, -7%[10.9 µM]
> COc1cc(NC(=O)CSc2nc(-c3cccs3)cc(C(F)(F)F)n2)cc(OC)c1OC
 : 9%, 5.5%, -8%, -15%[10.9 µM]
> Cc1nc2c(C(=O)NCc3ccccc3Cl)cnn2c(C)c1Cc1c(F)cccc1Cl
 : 17%, 0.3%, 33%[activator], -16%[10.9 µM]
> CCOC(=O)OCC1OC(c2ccccc2)C=CC1Oc1ccc2oc(=O)cc(C)c2c1 (configuration not stated)
 : 10%[9.22 µM], x, -2%[9.22 µM], x
> Cc1csc2nc(COC(=O)COc3ccccc3F)cc(=O)n12
 : 8%, -0.7%, -15%, -11%[10.9 µM]
> Cc1noc(C)c1S(=O)(=O)N1CCCC(C(=O)N2CCN(C3CCCCC3)CC2)C1 (configuration not stated)
 : -6%, -0.4%, -3%, -14%
> O=C(CC(NC(=O)C(F)(F)F)c1ccccc1)Nc1nnc(CCc2ccccc2)s1 (configuration not stated)
 : -8%, x, 1%, x
> CCOc1ccc(N(CC(=O)NC2CCCC2)C(=O)CCC(=O)Nc2ccccn2)cc1
 : 1%, -1.0%, -1%, -8%
> Cc1ccc(N2CCN(C(=O)c3ccc4c(Cl)c5c(nc4c3)CCCC5)CC2)c(C)c1
 : 11%, u, 0%, 6%[10.9 µM]
> O=C(CSc1nc2ccccc2nc1Cc1ccccc1)N1CCCCC1
 : 32%[activator], u, 14%, 6%[10.9 µM]
> O=C(NCc1ccccc1)c1cc(-c2ccco2)on1
 : 3%, 1.2%, -8%, -11%
> CSc1ccccc1NC(=O)c1cnc2scc(C)n2c1=O
 : -5%, -1.5%, -8%, -12%
> CCOC(=O)CSc1nc2ccccc2n1CC(=O)N(C(C)C)C(C)C
 : -2%, -0.9%, -2%, -8%
> CCOC(=O)c1ccc(NC(=O)C(C)N2C(=O)c3ccccc3C2=O)cc1 (configuration not stated)
 : 5%, 3.6%, -5%, 0%
> Cc1ccccc1N(CC(=O)NCC1CCCO1)C(=O)C1(C)CC(=O)N=C2C=CC=CN21 (configuration not stated)
 : -3%, 2.5%, 5%, -4%
> CCN(CC)C(=O)CSc1ncnc2c1nnn2-c1ccc(OC)cc1
 : 3%, x, 3%, x
> COc1ccc(OC)c(N2C(=O)CC(C(C)c3ccccc3)C2=O)c1 (configuration not stated)
 : 0%, x, -14%, x
> CN(Cc1ccco1)c1ncnc2ccc(-c3ccoc3)cc12
 : 2%, u, -7%, -54%[inhibitor]
> CCOc1ccccc1CNC(=O)c1ccc2nc(CCc3ccccc3)oc2c1
 : 1%, 1.0%, -11%, -8%[10.9 µM]
> O=C(OCc1cc(-c2ccccc2)no1)c1ccc2ccccc2n1
 : 2%, 1.7%, 4%, -18%
> CCOc1ccccc1C(=O)Nc1ccccc1C(N)=O
 : 0%, -3.9%, 1%, -11%
> CC(=O)c1nnn(-c2nc(N3CCCC3)nc(N(c3ccccc3)c3ccccc3)n2)c1C
 : 3%, 1.1%, 9%, -5%
> Cc1noc(C)c1S(=O)(=O)N1CCC(C(=O)Nc2ccc(OC(F)(F)F)cc2)CC1
 : u, 2.0%, -19%, 1%
> CCOc1ccc(-c2nnc(N(CC)C(=O)C3CCC3)s2)cc1
 : -20%, 2.1%, u, -13%
> CC(C)c1cccc2nc3c(c(C(C)(C)C)c12)Cn1c-3cccc1=O
 : 21%, x, 6%, -20%
> COc1ccc(/C=C/N(CCc2ccc(OC)c(OC)c2)C(=O)c2ccccn2)cc1
 : -8%[9.22 µM], x, -3%[9.22 µM], x
> COc1cc(O)ccc1-c1nc2cc(C)ccn2c1Nc1ccccc1C
 : -15%, u, -16%, -9%[10.9 µM]
> CCN1CCN(c2ncc(C(=O)N3CCN(c4ccccc4OC)CC3)c3ccccc23)CC1
 : -1%, 4.0%, 4%, -2%
> CNC(=O)[C@H](C)/C=C(\c1cccnc1)C(NC(=O)OCc1ccccc1)c1ccc(C(=O)OC)cc1 (some centres not stated)
 : 3%, x, -4%, -9%
> O=C(c1ccc2c(c1)N(Cc1ccccc1)C(=O)c1ccccc1S2(=O)=O)N1CCc2ccccc21
 : 15%, u, -5%, -13%[10.9 µM]
> Cc1cc(F)ccc1-n1nnc(C(N)=O)c1C
 : 16%, 3.1%, 2%, -7%[10.9 µM]
> COCCNc1nc(C)nc2c1nc(-c1ccccc1)n2CCN(C)C
 : 1%, x, 1%, 11%

# Shown with bars between the fields: five of the compounds above
structure | p53ts 32C tox | IkB signaling | p53ts 39C tox | Imprint erasure
CCOc1ccc(-c2nnc(N(CC)C(=O)C3CCC3)s2)cc1 | -20% | 2.1% | u | -13%
CC(C)c1cccc2nc3c(c(C(C)(C)C)c12)Cn1c-3cccc1=O | 21% | x | 6% | -20%
COc1ccc(/C=C/N(CCc2ccc(OC)c(OC)c2)C(=O)c2ccccn2)cc1 | -8%[9.22 µM] | x | -3%[9.22 µM] | x
COc1cc(O)ccc1-c1nc2cc(C)ccn2c1Nc1ccccc1C | -15% | u | -16% | -9%[10.9 µM]
CCN1CCN(c2ncc(C(=O)N3CCN(c4ccccc4OC)CC3)c3ccccc23)CC1 | -1% | 4.0% | 4% | -2%
